Screening results (PubChem)
SV40 large T antigen = SV40 large T antigen inhibitors, biochemical (AID 1903); SV40 large T antigen ATPase/helicase inhibition assay; higher % means a stronger effect; inhibition, % at 20 µM; hits with a dose series show IC50 in µM; 310,000 tested, 0.39% active; in the data active means a potency from the dose series; further: strong numbers were not always called active
PhoP inhibition = inhibitors of PhoP regulon expression, primary screen, Salmonella Typhimurium, GFP reporter (AID 1863); inhibition, % at 50 µM, or IC50 in µM where a hit was titrated; 300,000 tested, 0.16% active; S. Typhimurium PhoP-regulated promoter GFP reporter, 4 h; higher % means a stronger effect;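 active means inhibition over 29.93%, a cutoff 3 SD above the screen mean, later confirmed by dose response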;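 further: 0% = low Mg2+ inducing control and 100% = high Mg2+ repressing control; strong numbers were not always called active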
WT yeast gro inh = growth inhibition of WT strain, primary screen, mitochondrial fusion inhibitor project, WT and mutant strains, chemical genetic; inhibition, % at 10 µM; mitochondrial fusion phenotypic screen; 190,000 tested, 2.1% active; in the data active means inhibition above about 58%; tested in S. cerevisiae
T cell modulator = modulators of CD8 T cell-vesicle binding, primary screen, mouse 2C CD8+ T cells, flow cytometry; 2C CD8+ T cell-vesicle binding; hits give low values; calls only at 7 µM; 330,000 tested, 0.068% active;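 active means response, share of CD8 T cells binding vesicles, and their 90th percentile fluorescence all below set limits, cut at about 80% in these data, passing the limit was not always enough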
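Material: murine 2C transgenic CD8+ T lymphocytes / Also added: QL9-peptide-loaded Drosophila micro-vesicles bearing Ld, ICAM-1 and B7-1 / Schedule: binding step 1.5 h, 37 °C, antibody labelling 20 min, ice / Signal: flow cytometry, PE anti-B7-1 (FL2) versus Alexa647 anti-CD8 (FL8), PFA-fixed / Evaluation: percent CD8+ FL2 mean versus row control / Benchmarks: naked versus QL9-loaded vesicles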
Myeloid diff 2 = induction of myeloid progenitor differentiation, primary screen, cell-based, flow cytometry, MLPCN library; ER-HoxA9 myeloid progenitors, lysozyme-GFP differentiation; calls only at 10 µM; 360,000 tested, 1% active;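 active means normalized GFP-positive differentiation at or above the plate's own cutoff, the solvent-only control mean plus 3 SD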;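 further: cells exposed to compound for four days before flow analysis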
b-catenin transl = modulators of beta-catenin nuclear translocation, primary screen, imaging, HeLa cells, immunofluorescence, high-content. 190,000 tested, 0.3% active. nuclear translocation activity, % at 5 µM;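 active means nuclear translocation activity above 50% at 5 µM, with a well cell count of 50 or more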;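 further: per-cell ratio of nuclear to cytoplasmic median beta-catenin stain intensity; plate controls were DMSO negative control for no effect and GSK-3 inhibitor IX positive control for full effect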
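System: HeLa cells, endogenous beta-catenin; compound dosing: 5 µM primary single dose, 0.1% DMSO, 0.02–20 µM confirmation series; incubation: 24 h compound exposure at 37°C, 5% CO2; signal: beta-catenin immunofluorescence imaging with DAPI; evaluation: % activation, nuclear-to-cytoplasmic median beta-catenin signal ratio per cell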
RSV antiviral HEp-2 = RSV antiviral activity via CPE protection, HEp-2 cells, primary 10 µM value included (AID 2391); CPE inhibition, % at 10 µM, or IC50 in µM where a hit was titrated; 310,000 tested, 0.13% active; HEp-2 cells, RSV-induced CPE inhibition; higher % means a stronger effect; in the data active means a potency from the dose series; further: strong numbers were not always called active
West Nile virus CPE = West Nile virus antiviral activity, cell-based, CPE readout (AID 1621). West Nile virus-infected cells, CPE inhibition; higher % means a stronger effect. CPE inhibition, % at 10 µM; hits with a dose series show IC50 in µM. 290,000 tested, 0.02% active; in the data active means a potency from the dose series; further: strong numbers were not always called active
WT yeast gro inh mutant strain = recorded beside WT yeast gro inh, whose call it bears; inhibition, %; mitochondrial fusion phenotypic screen, mutant strain inhibition
b-catenin transl cell count 5 µM = second read-out of b-catenin transl, no call of its own (marks repeat the call); cell count; measured here: cell count, cytotoxicity flag
T cell modulator vesicle-bound % = further read-out of T cell modulator, marked with its call; double positive events, %; measured here: CD8+ vesicle-bound cell fraction;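 binding gate set so that unloaded-vesicle control wells show 10% double positive cells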
Myeloid diff 2 GFP+ MAC1+ % = recorded beside Myeloid diff 2, whose call it bears; GFP+ MAC1+ double positive, %; measured here: differentiation confirmed by MAC1 staining
The depositor's hits bear a star; i = inactive; / = no result given. Not all compounds are listed. The share of hits here may be higher or lower than overall.

SMILES | SV40 large T antigen | PhoP inhibition | WT yeast gro inh | T cell modulator | T cell modulator vesicle-bound % | Myeloid diff 2 | Myeloid diff 2 GFP+ MAC1+ % | b-catenin transl | RSV antiviral HEp-2 | West Nile virus CPE | others
CC(C)CC1NC(=O)c2ccc(Cl)cc2-n2c1nc1cc(F)ccc1c2=O (stereo unspecified) | / | / | / | i | 16 | / | / | / | / | /
O=C(O)c1cc(O)c2c(c1)[C@@H]([C@H]1c3cc(C(=O)O)cc(O)c3C(=O)c3c(O[C@@H]4O[C@H](CO)[C@@H](O)[C@H](O)[C@H]4O)cccc31)c1cccc(O[C@@H]3O[C@H](CO)[C@@H](O)[C@H](O)[C@H]3O)c1C2=O | / | / | / | i | 45 | / | / | / | / | /
O=C1c2ccccc2NC(c2ccc(Br)s2)N1O (stereo unspecified) | 24% | / | / | i | 38 | / | / | / | / | /
O=C1NC(Cc2ccccc2)c2nc3ccc(Cl)cc3c(=O)n2-c2ccc(Cl)cc21 (stereo unspecified) | / | / | / | i | 23 | / | / | / | 0.3% | /
CC(C)[C@@]1(c2ccc(Cl)cc2)ON(c2ccccc2C(F)(F)F)C1=O | / | / | / | i | 38 | / | / | / | 20% | /
Cc1ccc(C(=O)n2c(=S)nc3ccccn32)cc1 | 2% | -13% | 7 | / | / | / | / | / | / | / | WT yeast gro inh mutant strain=20
Cc1ccc(/C(O)=C2/C(=O)C(=O)N(CCCn3ccnc3)C2c2ccccn2)cc1 (stereo unspecified) | 2% | -8% | -18 | / | / | / | / | / | / | / | WT yeast gro inh mutant strain=-10
COC(=O)C/C=C/[C@@H](C)[C@@H](/C=N/OC[C@H]1O[C@H](c2ccccc2)C=C[C@@H]1Oc1ccc(OC)cc1)NS(=O)(=O)c1ccc(C)cc1 | 7% | 7% | 3 | / | / | / | / | / | / | / | WT yeast gro inh mutant strain=-20
CCOC(=O)C1=c2/c(=C/c3ccccc3OC)c(N)c(C#N)n2C(=O)C(c2ccccc2OC)S1 (stereo unspecified) | 7% | 4% | 10 | / | / | / | / | / | / | / | WT yeast gro inh mutant strain=-5
COc1ccc(C(=O)N=c2c(C#N)cc3c(=O)n4cccc(C)c4nc3n2Cc2ccco2)cc1 | 9% | 5% | 2 | / | / | / | / | / | / | / | WT yeast gro inh mutant strain=9
C/C=C/C(=O)Nc1cccc(C2=NOC3(C2)C[C@H](C(N)=O)N(C(=O)c2ccccc2C(=O)c2ccccc2)C3)c1 (stereo partly specified) | / | -7% | / | / | / | / | / | -1.7 | / | 0.5% | b-catenin transl cell count 5 µM=1177
Cc1ccc(C(=O)N[C@@H](C)CN2C3=NC[C@H](C)N3C[C@H]2Cc2ccc(O)cc2)cc1Br | / | -1% | / | / | / | / | / | 0.7 | / | 0.5% | b-catenin transl cell count 5 µM=1385
O=C(/C=C/c1ccc(O)c(O)c1)O[C@H](Cc1ccc(O)c(O)c1)C(=O)O | / | -3% | / | / | / | / | / | -1.4 | / | 0.0% | b-catenin transl cell count 5 µM=1113
CCOC(=O)c1ccc(NC(=O)c2nc[nH]c2C(=O)N2CCN(C(=O)OC(C)(C)C)CC2)cc1 | / | -3% | / | / | / | / | / | -0.3 | / | 0.7% | b-catenin transl cell count 5 µM=1336
COc1ccc(C)cc1Nc1n[n+](C)c(-c2ccc(C(=O)O)cc2)s1 | / | -1% | / | / | / | / | / | 0.4 | / | 0.1% | b-catenin transl cell count 5 µM=1288
C#CCOCCOCCOCCNc1nc(N2CCN(C(=O)[C@H](CCCCN)n3cc(C(N)CO)nn3)CC2)nc(N2CCN(C(=O)[C@H](CCC(=O)O)n3cc(C(N)Cc4ccc(O)cc4)nn3)CC2)n1 (stereo partly specified) | / | -4% | / | / | / | / | / | -0.6 | / | 0.1% | b-catenin transl cell count 5 µM=1387
CCOC(=O)CC1C(=O)NCCN1c1nc2c(C)cccn2c(=O)c1/C=C1\SC(=S)N(CC(C)C)C1=O (stereo unspecified) | / | -37% | / | / | / | / | / | -0.7 | / | 0.3% | b-catenin transl cell count 5 µM=1298
COC(=O)CCC(=O)OC1(C)C(=O)C=C2C=C(C3CC3)N(CC(C)C)C=C2C1=O (stereo unspecified) | / | 7% | / | / | / | / | / | 0.3 | / | 0.2% | b-catenin transl cell count 5 µM=1103
C#CCOCCOCCOCCNc1nc(OC)nc(N2CCN(C(=O)[C@H](CCCCN)n3cc(C(N)CO)nn3)CC2)n1 (stereo partly specified) | / | -6% | / | / | / | / | / | 0.1 | / | -0.3% | b-catenin transl cell count 5 µM=1306
O=C1c2ccccc2-c2onc3c(Oc4ccccc4)cc(O)c1c23 | 7% | 3% | / | / | / | / | / | -4.7 | / | / | b-catenin transl cell count 5 µM=1099
COC(=O)CCC(=O)OC1(C)C(=O)C=C2C=C(C3CC3)OC=C2C1=O (stereo unspecified) | 20% | / | / | / | / | / | / | / | 0.3% | 0.8%
CCOC(=O)c1cnn(-c2ncnc3c2cnn3Cc2ccccc2)c1N | / | / | / | i | 16 | / | / | / | -1.5% | 0.3%
CCOC(=O)c1c2c(n(C)c1COC)C(=O)C(=O)c1ccc(Br)cc1-2 | / | / | / | i | 29 | / | / | / | 2.0% | 20%
Cc1nn2c(=O)nc3sc4c(c3c2[nH]c1=O)CCCC4 | / | / | / | i | 48 | / | / | / | 0.6% | 0.6%

Four compounds already listed, ordered by number of heavy atoms, descending:
SMILES | SV40 large T antigen | PhoP inhibition | WT yeast gro inh | T cell modulator | T cell modulator vesicle-bound % | Myeloid diff 2 | Myeloid diff 2 GFP+ MAC1+ % | b-catenin transl | RSV antiviral HEp-2 | West Nile virus CPE | others
CCOC(=O)CC1C(=O)NCCN1c1nc2c(C)cccn2c(=O)c1/C=C1\SC(=S)N(CC(C)C)C1=O (stereo unspecified) | / | -37% | / | / | / | / | / | -0.7 | / | 0.3% | b-catenin transl cell count 5 µM=1298
CCOC(=O)c1cnn(-c2ncnc3c2cnn3Cc2ccccc2)c1N | / | / | / | i | 16 | / | / | / | -1.5% | 0.3%
O=C(/C=C/c1ccc(O)c(O)c1)O[C@H](Cc1ccc(O)c(O)c1)C(=O)O | / | -3% | / | / | / | / | / | -1.4 | / | 0.0% | b-catenin transl cell count 5 µM=1113
COc1ccc(C)cc1Nc1n[n+](C)c(-c2ccc(C(=O)O)cc2)s1 | / | -1% | / | / | / | / | / | 0.4 | / | 0.1% | b-catenin transl cell count 5 µM=1288

Other results follow:
SMILES | SV40 large T antigen | PhoP inhibition | WT yeast gro inh | T cell modulator | T cell modulator vesicle-bound % | Myeloid diff 2 | Myeloid diff 2 GFP+ MAC1+ % | b-catenin transl | RSV antiviral HEp-2 | West Nile virus CPE | others
Cn1c(SCC(=O)Nc2ccc(N3CCOCC3)c(Cl)c2)nnc1-c1ccccc1 | / | / | / | i | 31 | / | / | / | 0.2% | 0.6%
COC(=O)c1ccccc1NC(=O)CC(NCc1ccccc1)C(=O)O (stereo unspecified) | / | / | / | i | 36 | / | / | / | 1.3% | -0.2%
COc1ccc2nc(Nc3nc(CSc4nc5ccccc5s4)cc(=O)[nH]3)nc(C)c2c1 | / | / | / | i | 34 | / | / | / | 2.9% | -0.7%
CN1C(=O)NC(c2ccccc2)C2=C1CN(Cc1ccccc1)C2=O (stereo unspecified) | / | / | / | i | 45 | / | / | / | -0.2% | 0.5%
O=C(Nc1ccccc1-c1nnn(CC(=O)N2CCCc3ccccc32)n1)c1cccc(Cl)c1 | / | / | / | i | 19 | / | / | / | 1.7% | 0.7%
C=CCOc1ccccc1/C=c1\sc2nc(-c3oc4ccccc4c3C)nn2c1=O | / | / | / | i | 45 | / | / | / | 0.7% | 0.6%
N#C/C(=C\c1cccc2ccccc12)c1nn(-c2ccccc2)c(N)c1C#N | / | / | / | i | 26 | / | / | / | 2.0% | 3.2%
Cn1c(=O)c2c(-c3ccccc3)n3c4ccccc4ncc3c2n(C)c1=O | / | / | / | i | 29 | / | / | / | -0.4% | 1.8%
Brc1ccccc1CN1CCN(Cc2c[nH]c3ccccc23)CC1 | -3% | / | / | i | 36 | / | / | / | -1.2% | /
CC1CCN(c2ccc(S(=O)(=O)Nc3cc(C(=O)O)cc(C(=O)O)c3)cc2[N+](=O)[O-])CC1 | 8% | / | / | i | 25 | / | / | / | 0.3% | /
O=C([O-])c1cc(-c2ccccc2)cc(-c2ccccc2)[n+]1Cc1ccccc1 | 28% | / | / | i | 34 | / | / | / | 1.7% | /
Cc1cc(N2CCN(C(=O)c3[nH]c(C(F)(F)F)nc3-c3ccccc3)CC2)c2ccccc2n1 | / | / | / | / | / | i | 3.7 | / | / | /
COc1ccc(-c2ccc3c(c2)c(Sc2ccccc2)c(-c2ccccc2)n3C)cc1 | / | / | / | / | / | i | 1.0 | / | / | /
CCCCCCCCN1C(=O)[C@H](CC(=O)NCCc2ccccc2OC)C[C@@]2(C(=O)OCC)CCCC=C12 | / | / | / | / | / | i | 0.7 | / | / | /
COC(=O)[C@@]12C[C@@H](CC(=O)NCCc3ccccc3OC)C(=O)N(CCc3ccc(OC)c(OC)c3)C1=CCC(C)(C)C2 | / | / | / | / | / | i | 3.0 | / | / | /
Cc1noc(C)c1-c1ccc(C(=O)NCc2ccc(Cl)cc2)c2occc12 | / | / | / | / | / | i | 0.8 | / | / | /
O=C(Nc1nnc([C@H]2C[C@H](O)[C@@H](CO)O2)s1)c1ccc(Oc2ccccc2)cc1 | / | / | / | / | / | i | 0.9 | / | / | /
O=C(Nc1c(-c2ccc(Cl)cc2)[nH][nH]c1=O)c1ccc(Br)cc1 | / | / | / | / | / | i | 1.0 | / | / | /
COC(=O)[C@]12CCCCC=C1N(Cc1ccc(Cl)cc1Cl)C(=O)[C@H](CC(=O)N1CCSCC1)C2 | / | / | / | / | / | i | 1.5 | / | / | /
COc1cccc(NC(=O)C2(C)CCCN2C(=O)C(C)C)c1OC (stereo unspecified) | / | / | / | / | / | i | 1.2 | / | / | /
COc1ccc(Cl)c(-c2cc(C(=O)Nc3ccccc3)[nH]n2)c1 | / | / | / | / | / | i | 0.5 | / | / | /
COc1ccc(-c2nc3c(Cl)cc(C(F)(F)F)cn3c2Cc2ccsc2)cc1OC | / | / | / | / | / | i | 1.0 | / | / | /
NC(Cc1ccc(F)cc1)c1csc(Nc2ccc(S(N)(=O)=O)cc2)n1 (stereo unspecified) | / | / | / | / | / | i | 1.8 | / | / | /
COc1ccc(Cc2c(-c3ccco3)nc3ccc(Br)cn23)c(C)c1 | / | / | / | / | / | i | 0.8 | / | / | /
CC(C)(C)c1ccc(C(O)c2ncc(-c3ccccc3)[nH]2)cc1 (stereo unspecified) | / | / | / | / | / | i | 0.6 | / | / | /
COC(=O)/C=C1\OCc2cc(OC)c(OCc3ccccc3)cc21 | / | / | / | / | / | i | 1.8 | / | / | /
CS(=O)(=O)Nc1ccc(-c2cccc3nccn23)cc1 | / | / | / | / | / | i | 0.8 | / | / | /
CN(C)c1ccc2c(=O)c3ccccc3oc2n1 | / | / | / | / | / | i | 1.4 | / | / | /
